From PubChem BioAssay
CBFb-SMMHC binding: inhibitors of RUNX1 Runt–CBFb-SMMHC binding, biochemical, TR-FRET (AID 1438); TR-FRET Runt domain–CBFb-SMMHC binding, biochemical; higher % means a stronger effect; 2,200 compounds, 2% hits; inhibition, % at 20 µM, or IC50 in µM where a hit was titrated; in the data active = inhibition from about 52%, or a potency from the dose series; inactive = the rest, 99 in 100 with inhibition below about 48%
* hit, by the source's call. An excerpt (hit frequency here may not be typical).

SMILES	CBFb-SMMHC binding
Cc1ccccc1-n1c(O)c(/C=C/C=Nc2ccccc2)c(=O)[nH]c1=O	-76%
COc1ccc(-n2c(N)c(C(=O)NCc3ccco3)c3nc4ccccc4nc32)c(OC)c1	47%
COc1ccc(C2OC34CCCCC3C(C#N)(C#N)C2(C#N)C(=N)O4)cc1 (stereo not drawn)	25%
CCOC(=O)CSc1nc(N2CCOCC2)c2c(c1C#N)CC(C)(C)N(C)C2	22%
Cc1ccc2nc(NCCC(=O)O)nc(-c3ccccc3)c2c1	-8%
CN1/C(=C\C(=O)c2cccnc2)Sc2ccccc21	-2%
Cn1c(C(=O)NCc2ccccn2)cc2c(=O)n3ccccc3nc21	12%
NS(=O)(=O)c1ccc(CCNC(=O)c2cccnc2)cc1	-2%
Cc1nc2nc(-c3ccc(Cl)cc3)cn2nc1C	30%
N#Cc1ccc(/C=C\c2nccc3c2[nH]c2ccccc23)cc1	9%
CCN(CC)c1ccc(/C=C(\C#N)C(N)=O)cc1	36%
CN1/C(=C\C(=O)c2ccco2)C(C)(C)c2ccccc21	17%

Part of the list above, field by field:
Structure: Cc1nc2nc(-c3ccc(Cl)cc3)cn2nc1C
  CBFb-SMMHC binding: 30%

Structure: N#Cc1ccc(/C=C\c2nccc3c2[nH]c2ccccc23)cc1
  CBFb-SMMHC binding: 9%

Structure: CCN(CC)c1ccc(/C=C(\C#N)C(N)=O)cc1
  CBFb-SMMHC binding: 36%

Structure: CN1/C(=C\C(=O)c2ccco2)C(C)(C)c2ccccc21
  CBFb-SMMHC binding: 17%

Remaining list, next part:
SMILES	CBFb-SMMHC binding
Cc1ccn2cc(CCNC(=O)CC3CCCCC3)nc2c1	-9%
COCCOC(=O)c1cc(C(=O)c2cc(F)ccc2O)coc1=N	26%
C=CCOc1ccc(C2C(C#N)=C(N)N(Nc3ccccc3)C3=C2C(=O)CC(C)(C)C3)cc1OC (stereo not drawn)	17%
CN1C(=O)c2cccc3c(S(=O)(=O)NCc4ccco4)ccc1c23	36%
CCN(CC)c1ccc(-c2c(C#N)c(N)nc(OC)c2C#N)cc1	-24%
CCN1CCc2nc(NC(=O)c3ccccc3)sc2C1	-10%
CCN(CC)c1ccc(/C=N/NC(=O)c2c(Cl)cnn2C)c(O)c1	-5%
CCOC(=O)c1c(N)n(Cc2ccco2)c2nc3ccccc3nc12	25%
CC(C)CNC(=O)c1c(N)n(Cc2ccc3c(c2)OCO3)c2nc3ccccc3nc12	11%
O=C1c2sc3nc4n(c(=O)c3c2CCC1Br)CCCCC4 (stereo not drawn)	-7%
Cc1ccc(-c2cn3nc(C)c(C)nc3n2)cc1	32%
Cc1ccc(C(=O)N/N=C\c2cccn2C)cn1	-12%
c1ccn2c(c1)nc1c2nc2ccccn21	8%
Cc1ccccc1NC(=S)C1=C(O)c2sccc2N(C)S1(=O)=O	24%
Cc1nnc(SCc2cc(=O)oc3cc(O)ccc23)n1Cc1ccccc1	34%
CCCCn1c(=NC(=O)c2ccco2)c(C(=O)OCC)cc2c(=O)n3cccc(C)c3nc21	44%
CC1(C)CC(=O)C2=C(C1)N(c1cccc(O)c1)C1=C(C2)C(=O)CC(C)(C)C1	43%
Cc1ccc(C2C=C(c3ccccc3)Nc3nc(N4C(=O)CCC4=O)nn32)cc1 (stereo not drawn)	-11%
Cc1c(C=O)c2ccccn2c1C(=O)c1cccs1	-84%
CCOc1ccc(C(=O)c2cc3ccc(O)cc3oc2=O)cc1	-8%
CCCn1c(=NC(C)=O)c(C(=O)OCC)cc2c(=O)n3ccccc3nc21	35%
Cc1nc2[nH]c(=O)c3c(n2n1)NC1=C(C(=O)CC(C)(C)C1)C3c1ccc(F)cc1 (stereo not drawn)	47%
O=C1CC(c2ccccc2Cl)=NN(c2ncnc3ccccc23)C1=O	-28%
Cc1ccc(OCC(=O)n2cnnc2N)c(C)c1	-1%

In another format: entries from further up.
SMILES | CBFb-SMMHC binding
CCOc1ccc(C(=O)c2cc3ccc(O)cc3oc2=O)cc1 | -8%
CCCn1c(=NC(C)=O)c(C(=O)OCC)cc2c(=O)n3ccccc3nc21 | 35%
Cc1nc2[nH]c(=O)c3c(n2n1)NC1=C(C(=O)CC(C)(C)C1)C3c1ccc(F)cc1 (stereo not drawn) | 47%
O=C1CC(c2ccccc2Cl)=NN(c2ncnc3ccccc23)C1=O | -28%
Cc1ccc(OCC(=O)n2cnnc2N)c(C)c1 | -1%

(more compounds)
SMILES	CBFb-SMMHC binding
COc1cccc(C(=O)/C=C2\Sc3ccccc3N2C)c1	0%
Cc1cc(C)c2nc(N3CCCN(C(=O)c4ccco4)CC3)c(C#N)cc2c1	-3%
Cc1ccc(S(=O)(=O)Nc2nc3ccccc3nc2Nc2cccc(S(=O)(=O)N3CCCC3)c2)cc1	-17%
CCCCc1cc(=O)oc2cc(O)ccc12	-16%
Cc1cccn2c(=O)c3cc(C(=O)NCc4cccnc4)c(=N)n(C(C)C)c3nc12	4%
O=C(O)c1cc(-c2ccc(/C=N/Nc3ccc(Cl)cc3)o2)ccc1Cl	36%
Cc1ccc(S(=O)(=O)NCCC(=O)Oc2ccc3ccc(=O)oc3c2)cc1	4%
COCCOC(=O)c1c(N)n(CCCN2CCOCC2)c2nc3ccccc3nc12	-1%
CC(=O)N=c1c(C#N)cc2c(=O)n3cccc(C)c3nc2n1CCCOC(C)C	-10%
O=[N+]([O-])c1ccc2c(c1)N([O-])C1(CCCCC1)[N+]2=O	-6%
Cc1cc(C)n2c(=S)[nH]nc2n1	2%
Cn1c(=O)c2nc3ccccc3nc2n(C)c1=O	-13%
O=c1[nH]c2ccccc2nc1/C=C/c1ccccc1	-6%
Cc1cccn2c(=O)c3cc(C(=O)NCC4CCCO4)c(=N)n(Cc4cccnc4)c3nc12 (stereo not drawn)	11%
Oc1c(C=Nc2cccnc2)sc2ccccc12	-6%
Cc1cccn2c(=O)c(/C=C(\C#N)C(=O)NC3CCS(=O)(=O)C3)c(N3CC(C)OC(C)C3)nc12 (stereo not drawn)	-40%
O=c1nc2n(Cc3ccccc3)c3ccccc3cc-2c(=O)[nH]1	43%
Cc1c(O)ccc2c(CN3CCN(CCO)CC3)cc(=O)oc12	27%
Cc1cccc(NC(=O)c2cc3c(s2)-c2c(C)cccc2OC3)n1	-4%
Cc1csc2c(=O)sc(NC(=O)c3ccco3)nc12	-7%
N#C/C(=C/c1ccc(-c2cc(C(=O)O)cc(C(=O)O)c2)o1)c1nc2ccccc2s1	14%
O=C1NC(=O)C2=Cc3ccc(O)cc3OC2(O)N1 (stereo not drawn)	1%
COc1ccc(-n2c(O)c(/C=C/C=Nc3ccccc3)c(=O)[nH]c2=O)cc1	-318%
CCN(CC)c1ccc(/C=N/NC(=O)c2cccc(S(=O)(=O)Nc3ccccc3OC)c2)c(O)c1	16%

The final 2 records of the part above lead into the next.
SMILES	CBFb-SMMHC binding
COc1ccc(-n2c(O)c(/C=C/C=Nc3ccccc3)c(=O)[nH]c2=O)cc1	-318%
CCN(CC)c1ccc(/C=N/NC(=O)c2cccc(S(=O)(=O)Nc3ccccc3OC)c2)c(O)c1	16%
CCN1C(=O)/C(=C/N2CCc3ccccc32)SC1=S	-10%
O=C(O)c1cc(-c2ccc(/C=C3\NC(=O)N(c4ccccc4)C3=O)o2)ccc1Cl	-8%
COc1ccc(N2C3=C(C(=O)CC(C)(C)C3)C(c3ccccc3OC)C3=C2CC(C)(C)CC3=O)cc1	3%
O=C(N/N=C/c1c(O)n(-c2ccc(Cl)cn2)c(=O)c2ccccc12)c1ccncc1	-12%
CCn1nc(NC(=O)Cc2ccc(OC)cc2)c2cc3cccc(C)c3nc21	-7%
COc1ccc(CCNC(=O)c2cc3c(=O)n4cccc(C)c4nc3n(Cc3ccncc3)c2=N)cc1	9%
Cc1c(Cc2ccccc2)c(=O)oc2c(CN(C)C)c(O)c(Cl)cc12	15%
CCn1c(C)c(C(C)=O)c(N2CCN(c3cccc(Cl)c3)CC2)nc1=S	-23%
O=[N+]([O-])c1cccc(-c2cn3nc(-c4ccccc4)c(-c4ccccc4)nc3n2)c1	0%
COc1ccc(C(=O)c2cc3ccc(O)cc3oc2=O)cc1	0%
CCCc1cc(NCCCN2CCOCC2)n2c(nc3ccccc32)c1C#N	44%
c1ccc(OCCn2c(-c3ccco3)nc3ccccc32)cc1	-18%
COCCn1c(-c2ccco2)nc2nc3ccccc3nc21	39%
CCN(CC)c1c2c(c(C#N)c3nc4ccccc4n13)CCC2	-15%
CCOC(=O)Cc1csc(SCc2cc(=O)oc3cc(O)ccc23)n1	29%
CC1=NOC(=O)/C1=C\c1ccc(-c2cccc(Cl)c2)o1	-9%
Cc1cc(C)n(/N=C/c2cc(Cl)cc(Cl)c2O)c(=O)c1	-6%
COC(=O)C1=CN(C)C=C(C(=O)OC)C1c1ccc(Cl)cc1Cl	42%
COc1ccc(C2CC(=O)N3CN(c4ccccc4F)CSC3=C2C#N)cc1OC (stereo not drawn)	16%
Cc1cc2c3c(ccc(C)c3n1)N=CN2c1ccccc1	40%
Cc1ccc(-c2cn3nc(-c4ccccc4)c(-c4ccccc4)nc3n2)cc1	-13%
CC1=C(C(=O)Nc2cc(C)ccn2)C(c2ccc(C)cc2)C2=C(CCCC2=O)N1 (stereo not drawn)	28%
COC(=O)C1=CN(CC2CCCO2)C=C(C(=O)OC)C1c1cccc(O)c1 (stereo not drawn)	9%
COCCCNC(=O)c1c(N)n(/N=C/c2cccs2)c2nc3ccccc3nc12	24%
CCOC(=O)c1c(NS(=O)(=O)c2cccc(OC)c2)sc2c1CCC2	21%
C=CCNc1nc(NCc2ccccc2)c(C#N)c2c1CN(C)CC2	31%
COc1ccc(CC(=O)Nc2nncs2)cc1OC	4%
COc1cccc(-n2c(SCc3cc(=O)oc4cc(O)c(O)cc34)nc3ccccc3c2=O)c1	19µM*
COc1ccccc1C(=O)c1cc2ccc(O)cc2oc1=O	-2%
CC(=Nc1ccc(Br)cc1)c1sc2ccccc2c1O	-19%
COc1ccc(O)c(/C=C(\C#N)C(=O)Nc2cccnc2)c1	30%
C=CCOc1ccc(C2C(C#N)=C(N)N(Nc3ccccc3)C3=C2C(=O)CCC3)cc1OC (stereo not drawn)	32%
Cc1cc(=O)oc2c(CN3CCN(C)CC3)c(O)c(Cl)cc12	20%
O=[N+]([O-])c1cccc(N=Cc2sc3ccccc3c2O)c1	-10%
Cc1ccc2nc(N3CCN(Cc4nnnn4Cc4ccccc4)CC3)c(C#N)cc2c1	9%
Cc1ccc(S(=O)(=O)c2cc3c(=O)n4cccc(C)c4nc3n(CC3CCCO3)c2=N)cc1C (stereo not drawn)	-29%
Cc1ccc(C2C=C(c3ccccc3OC(F)F)Nc3ncnn32)cc1 (stereo not drawn)	36%
Cc1cc(S(=O)(=O)NCCc2ccccc2)c(C)s1	-3%
Cc1cccc2cc(C#N)c(NCCCn3ccnc3)nc12	42%
O=C(CCCCl)Oc1ccc2cc(-c3ccc4ccccc4n3)c(=O)oc2c1	35%
COC(=O)C1=CN(CCCN2CCCC2=O)C=C(C(=O)OC)C1c1cccs1	45%
CC(=O)Nc1ccc(C2=NN(c3ccccc3)C(c3cccs3)C2)cc1 (stereo not drawn)	-24%
O=C(Nc1nc2c(s1)CN(Cc1ccccc1)CC2)c1c(F)cccc1F	-7%
N#C/C(=C\c1ccc(O)c(Br)c1)C(=O)NCc1ccccc1	-3%
CCOC(=O)c1c(NC(=S)Nc2ccccc2)sc2c1CCN(C)C2	0%
O=C1NC(=O)C(CCc2ccncc2)(C2CCCCC2)C(=O)N1	1%
CCCCn1nc(C(=O)Oc2ccc3c(C)cc(=O)oc3c2)c2ccccc2c1=O	18%
CCOCCCNC(=S)NCCNc1nc2ccc(C)cc2cc1C#N	38%
CC(C)OC(=O)CC(=O)CSc1nc2c(cc1C#N)CCCCC2	35%
